Screening results as filed in PubChem.
HTT aggregate – mutant huntingtin aggregation inhibition; AID 1688; 220,000 compounds, 1.1% hits; PC12 HttQ103-GFP aggregates, Acumen cytometry, 40 h; Potency, µM (highest dose often 46.1 µM), without a hit: at the highest dose activity change, negative = inhibition, usual class: inhibitors; further: potency means the concentration at half of the fitted maximal effect; on the % scale 0 is the no-effect control and ±100 the full control effect; nearly all actives have a fitted effect of over 60% in size
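Huntingtin Q103 exon 1–GFP aggregates in induced PC12 cells (100 nM tebufenozide) were quantified by cytometry from lysates, with compounds dosed in titration.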
LMNA splice mod – LMNA splicing modulation. HeLa LMNA splicing GFP/RFP minigene ratio, 48 h. Potency, µM (highest dose often 46.1 µM), inactives show at the top dose ratio change, negative = inhibition, hits mostly inhibitors. 200,000 compounds, 0.01% hits; active means well fitted inhibition curve with a large enough effect in the signal ratio, with a control signal flat, not every such curve was filed as active; inconclusive means small, poorly fitted or top-dose-only effect, or effect the other way, or a change in a side signal; the % refers to the signal ratio; further: potency means the concentration at half of the fitted maximal effect; on the % scale 0 is the no-effect control and ±100 the full control effect
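S3 HeLa stable clones carrying a lamin A-EGFP splicing minigene plus DsRed2 were seeded at 600 cells/well in Opti-MEM with 2% FBS, pin-dosed and incubated 48 h at 37°C. Acumen cytometry (488 nm) gave the GFP/RFP total-intensity ratio.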
Epigenetic reg – epigenetic control regulation, reporter derepression | 280,000 compounds, 0.2% hits | murine LDR cells, GFP reporter derepression, 30 h | Potency, µM (series often up to 53.9 µM), for the others: at the top dose GFP activation, hits mostly activators | AID 1865; further: potency means the concentration at half of the fitted maximal effect; % of control where 0% means no effect; nearly all actives have a fitted effect of over 60% in size
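GFP-positive cell count by laser-scanning cytometry (objects 20–120 um) after 30 h, 37 C compound exposure of murine LDR cells; reporter is CMV-GFP integrated at a silenced locus, inducible by HDAC or DNMT inhibitors.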
NPSR antag – antagonists of human neuropeptide S receptor cAMP signaling. 220,000 compounds, 1% hits. CHO-NPSR cells, cAMP TR-FRET, antagonist mode. Potency, µM (top dose mostly 38.3 µM), for the others: at the top dose activity change, negative = inhibition, usual class: inhibitors. Q6W5P4; further: potency means the concentration at half of the fitted maximal effect; on the % scale 0 is the no-effect control and ±100 the full control effect; nearly all actives have a fitted effect of over 50% in size; many of its hits are not listed in these tables
Target sequence (Q6W5P4 whole entry, looked up): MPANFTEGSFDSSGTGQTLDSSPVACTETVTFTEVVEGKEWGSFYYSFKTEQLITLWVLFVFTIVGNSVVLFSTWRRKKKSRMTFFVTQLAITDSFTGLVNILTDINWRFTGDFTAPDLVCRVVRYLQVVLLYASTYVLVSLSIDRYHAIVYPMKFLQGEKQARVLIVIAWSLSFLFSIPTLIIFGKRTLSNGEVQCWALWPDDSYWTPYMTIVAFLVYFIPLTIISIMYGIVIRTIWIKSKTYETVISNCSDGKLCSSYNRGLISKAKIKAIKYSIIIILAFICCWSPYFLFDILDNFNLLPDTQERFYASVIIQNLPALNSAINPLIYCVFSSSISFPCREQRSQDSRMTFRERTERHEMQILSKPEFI
IMPase Li cell – membrane-permeable IMPase blocker, potentiated with lithium; 210,000 compounds, 0.35% hits; CHO-M1 cells, IP1 TR-FRET (IP-One), carbachol + lithium; Potency, µM (top dose mostly 59.4 µM), for inactives: top-dose activity, negative = IMPase inhibition, hits mostly inhibitors; AID 1457;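 further: IP1 builds up when IMPase is blocked and the TR-FRET signal falls; potency means the concentration at half of the fitted maximal effect; plate controls were basal vehicle for no effect and high inhibitor control for full effect; nearly all actives have a fitted effect of over 50% in size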
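CHO-M1, 2000 cells/well, 16–30 h culture; cpd + low Li+, 30 min 37C; lysis with d2-IP1/Eu-anti-IP1 Ab, 10 min RT; TR-FRET 665/620 ratio and 620 channel; AC50 via Hill.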
CBFb-RUNX1 inh – inhibitors of human CBF-beta and RUNX1 interaction. Q01196+Q13951. Potency, µM (series often up to 59.8 µM), without a hit: top-dose activity, negative = inhibition, usual class: inhibitors. 230,000 tested, under 10 active. AlphaScreen CBFb-His/RUNX1-biotin binding, biochemical; further: % of control where 0% means no effect
Target sequence (Q01196 whole entry, looked up): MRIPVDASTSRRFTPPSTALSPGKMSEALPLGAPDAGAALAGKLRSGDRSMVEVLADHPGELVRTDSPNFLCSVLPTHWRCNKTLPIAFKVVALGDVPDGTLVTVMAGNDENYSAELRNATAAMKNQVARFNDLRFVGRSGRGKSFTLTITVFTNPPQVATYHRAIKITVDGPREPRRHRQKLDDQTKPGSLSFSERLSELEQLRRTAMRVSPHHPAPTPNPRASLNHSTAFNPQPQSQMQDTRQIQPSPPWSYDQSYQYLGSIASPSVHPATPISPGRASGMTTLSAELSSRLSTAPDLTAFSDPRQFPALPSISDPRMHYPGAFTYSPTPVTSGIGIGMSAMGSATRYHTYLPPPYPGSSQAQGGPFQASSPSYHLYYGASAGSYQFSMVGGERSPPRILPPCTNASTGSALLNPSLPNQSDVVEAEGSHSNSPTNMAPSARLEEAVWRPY
Target sequence (Q13951 whole entry, looked up): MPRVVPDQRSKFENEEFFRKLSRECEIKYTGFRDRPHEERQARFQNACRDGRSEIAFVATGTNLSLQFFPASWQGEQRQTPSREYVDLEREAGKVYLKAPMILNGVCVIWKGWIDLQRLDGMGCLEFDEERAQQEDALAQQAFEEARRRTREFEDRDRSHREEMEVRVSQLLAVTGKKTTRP
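CBFb-His/RUNX1-biotin, 30 nM each, preincubated 20 min RT; compound 15 min RT; Ni + streptavidin beads 50 ng each, 90 min RT; AlphaScreen read.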
KinaseGlo FLuc – blocks Kinase-Glo luciferase, a counter-screen artifact. AID 1379. Potency, µM (highest dose often 38.3 µM), inactives show at the highest dose activity change, negative = inhibition, most hits filed as inhibitors. Kinase-Glo luciferase, ATP luminescence, 8 min. 200,000 compounds, 0.28% hits. Q27757; further: potency means the concentration at half of the fitted maximal effect; on the % scale 0 is the no-effect control and ±100 the full control effect; nearly all actives have a fitted effect of over 60% in size
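Inhibition of Kinase-Glo luciferase light generation was assessed at 10 uM ATP in pH 7.2 imidazole buffer, with luminescence measured after eight minutes at ambient temperature.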
* marks the source's active call; other numbers are inactive results; ? = inconclusive; . = not tested or not shown; [ ] = dose if it differs, or a comment. Unless noted, the call rests on the fitted dose curve; in most records, active means well fitted curve in the direction sought with a large enough effect; inconclusive means small, poorly fitted or top-dose-only effect, or another doubt; inactive means no such curve, though single readings can be large; an effect the other way counts as inactive or inconclusive. Some of the compounds tested. The share of hits here may be higher or lower than overall.

SMILES,CBFb-RUNX1 inh,KinaseGlo FLuc,LMNA splice mod,NPSR antag,HTT aggregate,IMPase Li cell,Epigenetic reg
CN1CCN(CCN2CCn3c2nc2ccccc23)CC1,6%,2%,19%,-9%[46.1 µM],-1%,8%[38.3 µM],1.1%
CC(NC(=S)Nc1ccccc1Cl)C(c1cccs1)N1CCCC1 (stereo not drawn),2%,-4%,1%,8%,19%,9%,0.0%
COc1ccc(-n2c(C)cc(C(=O)COc3ccc(-n4cnnn4)cc3)c2C)cc1,-4%,0%,6%,2%[7.67 µM],-13%,-27%[38.3 µM],-0.8%
CCCN1C(=O)/C(=C\C=C2/Sc3ccccc3N2CC)SC1=S,6%,-14%,?,-8%,1%[9.22 µM],7%,0.2%
COC(=O)c1cn(NC(=O)/C=C/c2cccc(OC)c2OC)c(=O)c2ccccc12,8%,1%,4%,6%,8%,-8%,2.2%
CCc1cccc(NC(=O)Cn2c(-c3ccccc3)cc(C(C)=O)c2C)c1,1%,2%,5%,-23%,-16%,15%,-1.8%
O=[N+]([O-])c1ccc(Cl)cc1N1CCOCC1,1%,1%,7%[46 µM],2%,-4%[9.22 µM],0%,2.3%
COc1ccc(C(=O)NCc2oc(-c3ccccc3)cc2C(=O)O)cc1,-3%,1%,-1%,-6%[46.1 µM],3.2µM*,6%[38.3 µM],0.0%
CCOCCCNS(=O)(=O)c1cc(Br)cc2c1N(C(=O)C1CC1)CC2,2%,-9%,3%,-24%[46.1 µM],0%,-15%[38.3 µM],4.1%
Cc1ccc(NC(=O)c2ccc(NCc3ccco3)c([N+](=O)[O-])c2)cc1Cl,2%,3%,-4%,-19%,-3%,13%,-1.0%
CCC(CC)C(=O)c1c[nH]c(C(=O)N2CCN(c3ccc(OC)cc3)CC2)c1,-6%,-1%,1%[9.22 µM],0%,-12%,-6%,-0.4%
O=C(Nc1ncnc2sc3c(c12)CCC3)c1ccco1,6%,7%,7%,0%[46.1 µM],?,3%[38.3 µM],-0.8%
O=C(c1ccc(F)cc1)N1CCCCC(Sc2nnnn2-c2ccccc2)C1=O (stereo not drawn),8%,-5%,-3%,-23%[46.1 µM],-8%,24%[38.3 µM],0.0%
Cn1c(N)c(C(=O)COC(=O)CC(NC(=O)c2ccccc2Cl)c2ccccc2)c(=O)n(C)c1=O (stereo not drawn),5%,-2%,.,-12%,0%,5%,-1.5%
O=C(O)c1ccc(N2CCCCCC2)c(N2C(=O)c3ccccc3C2=O)c1,-2%,2%,13%,-18%[46.1 µM],-7%,24%[38.3 µM],0.0%
Cc1nc2ccc(N=NN(C)C)cc2[nH]1,0%,.,.,-4%,-9%[9.22 µM],.,-1.0%
Cc1c(C(=O)NCC2COc3ccccc3O2)oc2ccc(S(=O)(=O)N(C)C3CCCCC3)cc12 (stereo not drawn),0%,-3%,-14%,?,-10%,38%[activator][38.3 µM],0.0%
O=C(Nc1cccnc1)c1cc(-c2cccnc2)nc2ccc(Br)cc12,4%,0%,-2%,0%[46.1 µM],15%,?,-0.9%
COc1ccc(Cl)cc1N(C(C)C(=O)NC1CCCC1)S(C)(=O)=O (stereo not drawn),10%,1%,0%[46 µM],16%,4%,5%,0.0%
CC(OC(=O)c1ccc2c(=O)n3c(nc2c1)CCC3)C(N)=O (stereo not drawn),7%,3%,-1%[46 µM],19%,12%,8%,5.5%
CCC(c1nnc(SCC(=O)Nc2nnc(-c3ccccc3)o2)o1)N(C)C (stereo not drawn),2%,2%,3%,-8%[46.1 µM],6%,18%[38.3 µM],-1.0%
CSc1ccc(CNc2ccccc2)cc1,5%,-2%,0%,-6%[46.1 µM],-2%,-2%[38.3 µM],-1.1%
COc1ccc(/C=C/C(=O)Nc2ccc(OC)cc2[N+](=O)[O-])cc1,-7%,0%,-11%,14%,-4%,6%,?
Cc1ccc(NC(=S)NCc2ccco2)c(C)c1,-4%,.,.,8%,25%[9.22 µM],.,3.2%
CC(c1cccs1)N(Cc1ccco1)C(=S)Nc1ccccc1Cl (stereo not drawn),4%,-4%,.,13%,-27%,-3%,0.0%
CCC(O)(CC)C(=O)NN(C(=O)Nc1csc2c1CCCC2)c1ccccc1,-6%,3%,?,8%,-4%,7%,3.0%
CCOc1ccc(-c2ccc(SCC(=O)Nc3nnc(CC)s3)nn2)cc1,4%,0%,?,-6%,4%,-12%,1.3%
COc1ccc(-n2c(SC)nnc2-c2c[nH]c3ccccc23)cc1,1%,-3%,2%,-11%[46.1 µM],7%,2%[38.3 µM],-2.2%
O=C(NCCc1c[nH]c2ccccc12)C(=O)NCC1OCCCN1S(=O)(=O)c1ccc(F)cc1 (stereo not drawn),-9%,-3%,?,9%,2%,1%,1.1%
COc1cc2c(cc1OC)C1=CC(=O)C(=O)N1C(C)(C)C2,0%,-22%,.,-12%,19%[9.22 µM],5%,1.1%

The results go on.
SMILES,CBFb-RUNX1 inh,KinaseGlo FLuc,LMNA splice mod,NPSR antag,HTT aggregate,IMPase Li cell,Epigenetic reg
CNCCCOc1ccc(C)cc1OC,11%,-3%,.,-22%,5%[9.22 µM],-1%,0.1%
CC(OC(=O)c1ccc2ncsc2c1)C(=O)N1CCCC1 (stereo not drawn),-9%,-1%,9%[46 µM],15%,7%,-2%,0.0%
COC(=O)[C@@H]1CCCN1Cc1nc(Cc2ccccc2F)no1,1%,1%,.,-30%,12%[9.22 µM],8%,1.1%
COc1nc(N/N=C/c2ccc(-c3ccccc3[N+](=O)[O-])o2)nc(N2CCOCC2)n1,1%,-1%,-20%,-7%,-6%,24%,0.7%
CC(C)N1C(=O)S/C(=C/c2cccnc2)C1=O,2%,-3%,12%,5%[46.1 µM],3%,7%[38.3 µM],-2.8%
Cn1cnnc1SCC(=O)n1c2ccccc2c2ccccc21,2%,-3%,-9%,11%[46.1 µM],-3%,6%[38.3 µM],-2.3%
C(=N\Nc1nc2ccccc2[nH]1)/c1c[nH]c2ccccc12,-23%,-2%,?,-13%,?,8%,7.0%
N#Cc1cc(O)c(-n2nnc3ccccc32)cc1C#N,2%,3%,.,-9%,5%,-2%,3.4%
O=C(Cc1ccc([N+](=O)[O-])cc1)N1CCN=C1SCc1ccccc1,-22%,0%,0%,0%,4%,11%,0.0%
COc1ccc2nc(NC(=O)CN3CCOCC3)sc2c1,2%,0%,-8%,1%[46.1 µM],14%,24%[38.3 µM],0.8%
O=C(CCCCCn1c(=S)[nH]c2cc3c(cc2c1=O)OCO3)N1CCN(C(=O)c2ccco2)CC1,-6%,5%,-7%,?,8%,?,1.9%
CNC(=O)Oc1ccc2c(c1)C1(C)CCN(C)C1N2C (stereo not drawn),9%[21.7 µM],-2%,.,.,.,1%,3.2%
C/C(CCc1ccco1)=N\NC(=O)CNc1cccc2ccccc12,?,-7%,.,20%,-12%,-1%,-4.3%
CC1=NN(C(=O)c2ccc(Cn3cc(Br)c([N+](=O)[O-])n3)o2)C(O)(C(F)(F)F)C1 (stereo not drawn),3%,-4%,?,-4%,9%,-9%,-6.9%
Cc1ccc(NC(=O)Cc2nnc(N)s2)cc1,5%,.,.,-17%,4%[9.22 µM],.,0.5%
CCOC(=O)CN1C(c2ccc(O)cc2)Nc2ccc(Br)cc2C1c1ccccc1 (stereo not drawn),-4%,-1%,?,-18%[46.1 µM],-17%,12%,14%
COc1ccc(C)cc1NC(=O)NCc1ccc(F)cc1,-1%,-1%,.,0%,15%,7%,-0.3%
O=C(Cn1nnc2ccccc21)NNC(=O)c1ccccc1,3%,.,.,-30%,15%[9.22 µM],.,-3.2%
Cc1cc(C)nc(SCC(=O)Nc2ccc(Br)cn2)n1,8%,5%,-4%,-17%[46.1 µM],3%,-7%[38.3 µM],1.9%
C=CC[n+]1c(-c2ccccc2)csc1NC(C)(C)C,-3%,2%,5%[46 µM],-7%,-10%,24%,-0.3%
O=S(=O)(c1ccc(F)c2ccccc12)N1CCCCC1,-1%,-3%,15%,-15%[46.1 µM],-20%,13%[38.3 µM],3.4%
COc1ccc(-c2ccc(CCC(=O)O)o2)cc1,4%,-3%,?,7%,-8%[9.22 µM],6%,-1.0%
CC(C)N1CSC(=S)N(Cc2ccccc2)C1,-9%,8%,?,?,14%,-1%,-3.9%
CCc1ccc(C(=O)CN2C(=O)C(C)N(c3ccc(C)cc3)C2=O)cc1 (stereo not drawn),-4%,2%,3%,0%,-11%,0%,2.1%
COc1cc2c(cc1NC(=O)CSc1nnnn1-c1ccccc1)oc1ccccc12,-2%,-6%,9%,9%[46.1 µM],4%,-9%[38.3 µM],1.1%
CC(C)(C)NC(=O)C1Cc2ccccc2CN1C(=O)Nc1ccccc1Cl (stereo not drawn),-3%,2%,-3%,-25%[46.1 µM],-8%,-2%[38.3 µM],0.1%
Cc1ccc(N2C(=O)C3C4CC(=O)C(c5ccccc54)C3C2=O)cc1C (stereo not drawn),1%,6%,0%,9%[46.1 µM],-1%,-1%,1.1%
CC(C)(C)c1oc(C(=O)O)cc1CN1CCOCC1,11%,.,.,19%,-1%[9.22 µM],.,0.0%
Cc1cc(/C=C2\Cc3ccccc3C2=O)c(C)n1-c1ccccc1,0%,-17%,?,-36%,?,14%,-3.2%
CCCCCc1nnc(NC(=O)c2ccc(=O)n(C)n2)s1,11%,-2%,?,-3%,-4%,-4%,-0.2%

3 structures from above, arranged by formula weight, highest first:
SMILES,CBFb-RUNX1 inh,KinaseGlo FLuc,LMNA splice mod,NPSR antag,HTT aggregate,IMPase Li cell,Epigenetic reg
C(=N\Nc1nc2ccccc2[nH]1)/c1c[nH]c2ccccc12,-23%,-2%,?,-13%,?,8%,7.0%
C=CC[n+]1c(-c2ccccc2)csc1NC(C)(C)C,-3%,2%,5%[46 µM],-7%,-10%,24%,-0.3%
COc1ccc(-c2ccc(CCC(=O)O)o2)cc1,4%,-3%,?,7%,-8%[9.22 µM],6%,-1.0%

A portion from further up:
SMILES,CBFb-RUNX1 inh,KinaseGlo FLuc,LMNA splice mod,NPSR antag,HTT aggregate,IMPase Li cell,Epigenetic reg
Cc1cc(/C=C2\Cc3ccccc3C2=O)c(C)n1-c1ccccc1,0%,-17%,?,-36%,?,14%,-3.2%
CCCCCc1nnc(NC(=O)c2ccc(=O)n(C)n2)s1,11%,-2%,?,-3%,-4%,-4%,-0.2%
